Source: PubChem BioAssay (several laboratories)
Tat transport: inhibitors of E. coli Tat protein transport; E. coli MC4100 TorA-mCherry Tat export, fluorescence; inhibition, % at 10 µM; actives 0.036% (n = 340,000); AID 488895;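 active = mean replicate inhibition at least 50% and at least half of replicates individually reaching 50%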;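 also: exported cargo escapes ClpAP degradation while cytoplasmic cargo is degraded and loses fluorescence; 0% = median of neutral control wells and 100% = median of NaSCN control wells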
CAL PDZ FP-1: CAL PDZ (human) peptide binding inhibition | Q9HD26 | purified CAL PDZ, TMR-peptide fluorescence polarization, 1 h | inhibition, % at 24.9 µM | actives 0.92% (n = 300,000) | AID 602252;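 active = mean inhibition of at least 30% with at least half of replicates also reaching 30%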;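 also: 0% = DMSO neutral control and 100% = excess unlabeled competitor peptide PRC23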
SR-BI DiI-HDL act: enhances SR-BI lipid uptake from DiI-HDL; actives 0.096% (n = 320,000); CHO ldlA[mSR-BI] cells, DiI-HDL uptake fluorescence, 3 h; 100 = double the neutral-control signal; activation, % at 12.5 µM;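 active = mean replicate activation of at least 60% and every replicate at or above 60%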;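 also: 0% = median plate neutral-control signal and 100% = twice that signal; values of inactives mirror those of a sister screen read the other way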
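Test system: SR-BI-overexpressing, LDLR-lacking CHO cells; Medium: Ham's F12 with 0.5% BSA, HEPES 25 mM, pH 7.4; Schedule: 3 h, 37 °C; Technique: bottom-read fluorescence, 550/595 nm.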
AddAB inh: less growth of phage-infected E. coli with AddAB; AID 435030; actives 0.29% (n = 330,000); inhibition, % at 11.9 µM; E. coli expressing H. pylori AddAB, absorbance growth; in the data active = inhibition above about 12%;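 also: 0% = vehicle wells of infected cells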
phage Ecoli inh: E. coli growth loss with phage present; growth absorbance; inhibition, % at 11.9 µM; actives 0.26% (n = 360,000); AID 651602; in the data active = inhibition above about 11%
SR-BI DiI inh: inhibitors of mouse SR-BI mediated HDL lipid uptake | Q61009 | ldlA[mSR-BI] CHO cells, DiI-HDL uptake fluorescence, 3 h | inhibition, % at 12.5 µM | actives 0.96% (n = 320,000) | AID 488896;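 active = mean replicate inhibition of at least 70% and a set share of replicates each scoring 70 or more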;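 also: 0% = median of neutral control wells and 100% = median of positive control wells; values of inactives mirror those of a sister screen read the other way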
Target sequence (Q61009 whole entry, looked up): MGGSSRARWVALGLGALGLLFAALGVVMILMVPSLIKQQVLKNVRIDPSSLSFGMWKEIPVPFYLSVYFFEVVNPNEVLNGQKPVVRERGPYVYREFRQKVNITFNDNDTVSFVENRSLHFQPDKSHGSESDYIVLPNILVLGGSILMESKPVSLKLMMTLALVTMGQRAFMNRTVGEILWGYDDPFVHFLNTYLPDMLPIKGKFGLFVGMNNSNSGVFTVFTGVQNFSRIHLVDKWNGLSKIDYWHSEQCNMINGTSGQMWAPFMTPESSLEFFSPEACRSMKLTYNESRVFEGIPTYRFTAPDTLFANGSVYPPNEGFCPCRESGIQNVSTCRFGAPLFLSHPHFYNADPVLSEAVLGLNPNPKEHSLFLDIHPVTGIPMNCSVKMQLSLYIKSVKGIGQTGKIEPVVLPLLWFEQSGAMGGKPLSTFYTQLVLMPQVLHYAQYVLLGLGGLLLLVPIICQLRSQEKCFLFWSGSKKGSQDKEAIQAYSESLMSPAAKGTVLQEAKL
CAL PDZ FP-2: human CAL PDZ-peptide interaction inhibition; actives 0.02% (n = 330,000); Q9HD26; AID 504414; purified CAL PDZ, TMR-peptide fluorescence polarization, 1 h; inhibition, % at 20 µM;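 active = highest replicate inhibition of at least 40%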;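 also: plate controls were DMSO neutral control wells for no effect and unlabeled competitor peptide control wells for full effect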
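Material – purified CerCALP PDZ construct · Detection – FP readout, S and P plane fluorescence · Measure – percent inhibition from loss of millipolarization · Controls – unlabelled peptide for full inhibition, DMSO wells as neutral · Probe or stimulus – TMR-labelled reporter peptide T*-PRC34 bound in PDZ groove · Times – 1 h at RT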
Wnt bcat act: activators of Wnt/beta-catenin signaling | Wnt/beta-catenin reporter cell assay, activator, plate reader | activation, % at 9.35 µM | actives 1.2% (n = 300,000) | AID 743398; in the data active = activation above about 30%, passing the limit was not always enough;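 also: 0% = neutral control wells and 100% = positive control wells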
MITF TRPM1 HTS: increases MITF-driven TRPM1 promoter luciferase signal; AID 588334; activation, % at 12.5 µM; actives 0.75% (n = 300,000); SK-MEL-5 TRPM1-promoter luciferase, 24 h; % of positive control, neutral wells = 0;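 active = mean activation of at least 80% with every replicate also reaching 80%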;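 also: 0% = neutral control wells and 100% = parthenolide positive control wells; values of inactives mirror those of a sister screen read the other way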
E coli growth: bacterial growth inhibition, counter-screen for AddAB inhibitors. actives 0.27% (n = 330,000). E. coli V3065 growth, OD600 absorbance, 18 h. inhibition, % at 11.9 µM;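 active = inhibition above the campaign's mean inhibition across all tested compounds plus 3 SD, cut at about 9.9% in these data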;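 also: uninfected addAB+ strain grown without phage in ampicillin broth; 0% = DMSO wells and 100% = ciprofloxacin 0.95 µg/ml wells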
The depositor's hits bear a star; · = not tested or not shown.

SMILES | Tat transport | CAL PDZ FP-1 | SR-BI DiI-HDL act | AddAB inh | phage Ecoli inh | SR-BI DiI inh | CAL PDZ FP-2 | Wnt bcat act | MITF TRPM1 HTS | E coli growth
N#C/C(=C/c1ccc(-c2ccccc2[N+](=O)[O-])o1)C(=O)NCCN1CCCCC1 | 7 | 5 | -18 | 0.9 | 0.9 | 18 | 0.1 | -4 | · | 0.8
CNC(=O)c1cc2c(s1)CCCCCC2 | 1 | · | -3 | 0.3 | 3.0 | 3 | -0.2 | · | 8 | 1.1
COc1ccc(NC(=O)COC(C)=O)cc1Cl | -2 | 7 | 7 | 5.8 | 3.7 | -7 | -2.0 | · | 2 | 2.1
O=C(CC1NC(=S)NC1=O)c1ccc(Cl)cc1 (centres undefined) | 17 | -4 | · | 1.1 | 1.1 | · | -0.5 | -3 | 18 | 0.6
COc1cc(C2C(C(=O)c3ccc(C)o3)=C(O)C(=O)N2Cc2ccccc2)ccc1O (centres undefined) | -2 | -1 | 9 | 2.1 | 2.4 | -9 | -2.5 | 2 | -1 | 0.1
Cn1c(OCc2cccnc2)nc2c1c(=O)n(Cc1ccccc1)c(=O)n2C | -5 | -19 | 0 | -0.6 | -0.2 | 0 | -1.1 | · | -10 | -1.8
Nc1c(-c2ccccc2)cnn1-c1ccc(C(=O)O)cc1 | -6 | · | 26 | 0.3 | 2.4 | -26 | -1.9 | · | 41 | -0.7
NC(=S)NNC(=O)/C(=C/c1ccc(Br)cc1)NC(=O)c1ccccc1 | 5 | · | -2 | -0.2 | 2.5 | 2 | -1.6 | -2 | 0 | -1.4
COc1ccccc1-c1sc2cc3c(cc2c1-c1ccc(O)cc1)OCO3 | 7 | 9 | -40 | 4.3 | 0.9 | 40 | 0.3 | 1 | -5 | 1.8
Cc1ccc2c(CC(=O)Nc3ccc(F)c(S(=O)(=O)N4CCOCC4)c3)coc2c1 | 2 | -8 | -14 | 0.0 | 3.1 | 14 | -1.3 | -3 | 10 | 4.6

Complete entries, looked up by structure. Order of screens: Tat transport, CAL PDZ FP-1, SR-BI DiI-HDL act, AddAB inh, phage Ecoli inh, SR-BI DiI inh, CAL PDZ FP-2, Wnt bcat act, MITF TRPM1 HTS, E coli growth
Listed for COc1ccccc1-c1sc2cc3c(cc2c1-c1ccc(O)cc1)OCO3 : 7, 9, -40, 4.3, 0.9, 40, 0.3, 1, -5, 1.8
Listed for N#C/C(=C/c1ccc(-c2ccccc2[N+](=O)[O-])o1)C(=O)NCCN1CCCCC1 : 7, 5, -18, 0.9, 0.9, 18, 0.1, -4, ·, 0.8

(further entries)
SMILES | Tat transport | CAL PDZ FP-1 | SR-BI DiI-HDL act | AddAB inh | phage Ecoli inh | SR-BI DiI inh | CAL PDZ FP-2 | Wnt bcat act | MITF TRPM1 HTS | E coli growth
O=C(C1CC1)N1CCN=C1SCc1ccccc1 | 0 | -2 | · | 3.6 | 3.7 | · | 1.0 | 5 | 9 | -0.4
CN(C)c1ccc(C(=O)NCc2ccc3c(c2)CCO3)cc1 | · | · | · | 2.4 | 3.7 | · | · | -1 | · | 1.1
O=C1CN(C(=O)CC2c3ccccc3-c3ccccc32)CC(=O)N1 | -3 | 1 | 2 | 0.5 | 0.4 | -2 | 1.4 | · | 7 | 0.4
CCOCCn1c(SCC(=O)OCc2ccccc2)nc2c1c(=O)[nH]c(=O)n2C | -2 | · | 13 | 1.3 | 4.6 | -13 | -1.2 | 25 | · | 0.6
CN(C)S(=O)(=O)c1ccc(Cl)c(NC(=O)COC(=O)CN2C(=O)NC(C)(C)C2=O)c1 | -6 | 9 | -17 | 4.5 | 1.6 | 17 | 0.4 | 0 | 4 | 0.8
NC(=O)N/N=C/c1c(O)ccc2oc3c(c12)CCCC3 | 5 | -19 | -16 | -0.1 | 3.4 | 16 | -0.9 | -1 | -37 | 1.1
COc1cc(/C=C2\CCCc3c2nc2ccccc2c3C(=O)O)cc(Br)c1O | 0 | 6 | · | -0.3 | 1.5 | · | -2.8 | 0 | -7 | -1.4
O=C1C(=Cc2ccc(Br)o2)C(=O)c2ccccc21 | -5 | 0 | 12 | 6.8 | · | -12 | -1.1 | · | 13 | 0.2
C#CCOc1ccc2ccccc2c1/C=C(/C#N)c1ccc(C(=O)O)cc1 | 1 | -5 | 2 | 6.0 | 0.6 | -2 | -1.9 | -3 | -8 | 0.3
CCOC(=O)C1CCN(C(=O)CCn2c(=O)[nH]c3ccccc3c2=O)CC1 | -5 | 2 | -22 | 2.3 | 0.6 | 22 | -1.0 | -3 | -9 | 0.8
Clc1ccc(CSc2cc3c(nn2)-c2ccccc2CC3)cc1 | -6 | 0 | 2 | 6.2 | 1.4 | -2 | 6.0 | · | 45 | 2.8
CC1CCCCN1C(=O)Nc1cccc(C(F)(F)F)c1 (centres undefined) | -4 | -4 | 5 | 5.0 | 4.7 | -5 | -1.5 | -1 | 7 | 0.2
O=C(CN(Cc1ccc(Br)cc1)S(=O)(=O)c1ccccc1)NCC1CCCO1 (centres undefined) | -8 | 0 | 0 | 3.2 | 1.5 | 0 | -2.6 | 1 | 0 | 1.2
CCC(C)NC(=S)N1CCN(C)CC1 (centres undefined) | · | · | · | -1.2 | 4.5 | · | · | -1 | · | -1.7
O=C(COC(=O)c1cccc(OC(F)F)c1)NC1CCCC1 | -2 | 42* | 19 | -0.7 | 0.2 | -19 | · | 0 | -9 | 1.4
N#Cc1ccc(Oc2c(Cl)cncc2Cl)cc1 | -6 | -2 | 11 | 1.7 | 2.5 | -11 | -1.7 | 2 | 4 | -2.1
O=C(COc1ccccc1C(=O)NCc1ccncc1)Nc1ccc(Br)cc1 | -2 | -5 | -5 | 2.0 | 1.2 | 5 | -9.9 | 1 | -8 | 2.4
CC(=O)Nc1ccc(OC(=O)c2cccs2)cc1 | -6 | -1 | 9 | 0.1 | 2.7 | -9 | -2.2 | · | -3 | -1.7
Nc1cc(C(=O)O)ccc1N1CCCCCC1 | 1 | -2 | 24 | 1.0 | 0.9 | -24 | 1.2 | · | -7 | 2.1
CC1CC(C)(C)CC2(C1)NC(=S)N(c1ccccc1)N2 (centres undefined) | -6 | -1 | -17 | 1.3 | -1.0 | 17 | 0.3 | · | 10 | -0.5
COc1ccc(C(=O)c2cnc3cc4c(cc3c2C)OCO4)cc1 | -2 | 0 | -19 | 1.0 | 4.0 | 19 | -2.0 | -4 | 7 | -1.6
COc1ccc(NC(=O)CSc2nnnn2C2CCCC2)cc1 | -6 | 0 | 20 | -0.2 | 3.9 | -20 | -0.3 | -1 | 5 | -2.2
O=c1[nH][nH]c(C(F)(F)F)c1C=NCc1cccc(Cl)c1 | -4 | -1 | -2 | 1.6 | 3.9 | 2 | -5.5 | · | 6 | 2.3
CCn1c(SCc2ccccc2F)nnc1-c1ccncc1 | 3 | 4 | -1 | -0.1 | -0.2 | 1 | 1.1 | 1 | -8 | -1.5
CN(CC(=O)Nc1ccc(F)c(F)c1F)C(=O)C1COc2ccccc2O1 (centres undefined) | 5 | · | 11 | -1.3 | 3.3 | -11 | -0.2 | -1 | -2 | -0.3
CSc1nsc(SC)c1C(=O)Nc1ccc(Cl)cc1 | 1 | -4 | -27 | -1.8 | 0.4 | 27 | -1.0 | 3 | 5 | -1.1
COc1cccc(C(=O)NC(=S)N2c3ccccc3CC2C)c1OC (centres undefined) | -1 | -1 | -25 | 3.7 | 0.8 | 25 | -1.2 | 3 | -6 | -1.1
CC1Cc2ccccc2N1S(=O)(=O)c1cccc(C(=O)NCc2ccccn2)c1 (centres undefined) | 1 | -7 | -2 | 0.9 | 0.7 | 2 | -0.4 | -1 | -15 | -2.8
CCCCNc1cc(F)nc(N)n1 | 2 | -4 | 22 | 2.8 | 2.0 | -22 | -0.5 | 10 | 9 | -2.1
CCN1CC(CN(C)Cc2cn(-c3ccc(C)cc3)nc2-c2cccc(C)c2)CC1=O (centres undefined) | 1 | -2 | 0 | 0.8 | 6.4 | 0 | -3.0 | -1 | 16 | 0.0
CC(=O)O[C@@H]1[C@H]2[C@@H](C[C@@H](C)[C@@H]3C=CC(=O)[C@@]13C)OC(=O)[C@@H]2C | 0 | -1 | 12 | 3.0 | 2.8 | -12 | -0.6 | -1 | 3 | -1.7
CCN(CC)CCCN1C(=O)C(=O)/C(=C(/O)c2cc(C)ccc2C)C1c1cccnc1 (centres undefined) | -3 | 9 | -2 | 1.6 | 1.4 | 2 | -1.4 | -6 | 7 | -0.1
CCOc1ccc(OCCCC(=O)NNC(=O)c2ccncc2)cc1 | -1 | -2 | 0 | 3.1 | 1.4 | 0 | -0.9 | 0 | -2 | -0.6
CN(C)C(=O)c1ccc(NC(=O)COc2cccc(Oc3ccccc3)c2)cc1 | 0 | -5 | -11 | -2.2 | 0.9 | 11 | -4.1 | -1 | 6 | -1.3
CC(=O)c1cccc(NC(=O)c2cc(=O)c3ccccc3o2)c1 | 4 | 50* | -14 | -0.5 | -0.7 | 14 | -0.6 | 10 | · | -0.8
Cc1ccc(C(=O)c2cc([N+](=O)[O-])ccc2N2CCOCC2)cc1C | 11 | -1 | -34 | 5.7 | 0.2 | 34 | -0.9 | -10 | -9 | -0.5
O=C1C2C3CCCC3=C3CCCC3C2C(=O)N1c1cccc(Cl)c1 (centres undefined) | -1 | -2 | 5 | 0.0 | 2.3 | -5 | -0.6 | · | -17 | -0.2
Cc1ccc(NC(=O)CSc2nsc(SCC(=O)Nc3ccc(C)cc3C)c2C#N)c(C)c1 | 0 | -1 | 23 | 4.9 | 1.9 | -23 | -2.2 | -26 | -16 | -3.7
Cc1ccc(-c2nc3ccccc3[nH]2)cn1 | -4 | 5 | 2 | 3.7 | -2.1 | -2 | -1.9 | 0 | 33 | 1.0
CCOC(=O)COc1ccc([N+](=O)[O-])cc1 | -7 | 0 | 24 | 0.3 | 3.7 | -24 | -0.8 | -10 | 0 | 1.3
CCCSc1nc2c(c(=O)[nH]c(=O)n2C)n1Cc1ccccc1 | -9 | -8 | -5 | 0.7 | 2.3 | 5 | · | -3 | 0 | -0.5
COc1ccc(C)cc1S(=O)(=O)N1CCC2(CC1)OCCN2S(=O)(=O)c1ccccc1 | 24 | 1 | -1 | 0.5 | 4.6 | 1 | -0.5 | -2 | -7 | 1.0
COc1cccc(NC(=O)c2sc(NC(=O)c3ccncc3)nc2C)c1 | 1 | -3 | · | 0.6 | 6.0 | · | -0.7 | 0 | -12 | -0.4
Cc1cn(C(=O)c2ccccc2)c(=S)n1-c1ccc(Cl)cc1 | 5 | -6 | -21 | 1.0 | 1.4 | 21 | -0.7 | · | -4 | -1.4
CSC1=NC(C)(C)C=C(/C=C/c2ccc(Cl)cc2)N1 | 8 | 2 | -19 | 3.8 | 4.5 | 19 | -0.4 | -4 | -5 | 0.5
C[C@@H](C(=O)Nc1ccc2ccccc2c1)[C@@H]1C[C@@]1(C)[C@@H](NC(=O)c1cnccn1)c1ccccc1 | -8 | -2 | 13 | 1.1 | 0.8 | -13 | -0.5 | -3 | 4 | 1.0
O=C(CCCCCNC(=O)c1ccccc1)N/N=C/c1ccc(F)cc1 | -4 | · | 5 | 1.6 | 2.4 | -5 | 0.2 | -1 | -13 | -2.5
